Source: PubChem BioAssay
CHO-K1 Ca antag: M1 antagonist counterscreen hit in parental CHO-K1 cells. ATP-induced calcium, Fluo-8 fluorescence. inhibition, % at 3 µM. hit rate 0.6% among 360,000. AID 602250;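 active = inhibition above a per-plate cutoff, the plate's mean sample inhibition plus 3 SD, cut at about 24% in these data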;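 note: 0% = DMSO plus EC80 ATP and 100% = DMSO alone without ATP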
TAAR1 antag: antagonists of human TAAR1 | Q96RJ0 | CHO RD-HGA16 TAAR1, Fluo-8 calcium fluorescence, antagonist | inhibition, % at 3 µM | hit rate 1.5% among 360,000 | AID 624466;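 active = inhibition above a per-plate cutoff, the mean inhibition of test compounds on that plate plus 3 SD, cut at about 49% in these data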;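 note: 0% = DMSO plus EC80 beta-PEA response and 100% = DMSO alone without agonist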
Target sequence (Q96RJ0 whole entry, looked up): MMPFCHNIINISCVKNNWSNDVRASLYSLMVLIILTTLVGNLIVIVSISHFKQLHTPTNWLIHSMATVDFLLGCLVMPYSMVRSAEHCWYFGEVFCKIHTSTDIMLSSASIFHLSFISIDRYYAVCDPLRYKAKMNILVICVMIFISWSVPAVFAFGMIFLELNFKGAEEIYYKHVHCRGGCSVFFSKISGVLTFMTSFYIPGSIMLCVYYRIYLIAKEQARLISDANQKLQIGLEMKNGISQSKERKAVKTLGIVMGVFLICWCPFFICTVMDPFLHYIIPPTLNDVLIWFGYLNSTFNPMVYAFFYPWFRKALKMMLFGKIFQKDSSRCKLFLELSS
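Material: RD-HGA16 CHO cells with stable hTAAR1 and Gα16; Dosing: single nominal final test compound concentration of 3 µM; Schedule: seeding 17-24 h prior, 75-min 37 °C, 30-min RT dye loading; Detection: kinetic Fluo-8 calcium fluorescence measurement; Measure: % inhibition from peak post-agonist over basal fluorescence ratio; Benchmarks: vehicle and agonist controls.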
M1 PAM parental: nonselective activator or artifact in parental CHO-K1 calcium assay; ATP EC20, Fluo-8 calcium fluorescence; 0% at ATP EC20, 100% at ATP max; activation, % at 3 µM; hit rate 0.02% among 360,000; AID 602247;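 active = activation above the run cutoff, the mean activation of all test compounds plus 3 SD, cut at about 40% in these data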;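 note: peak over basal fluorescence ratio in a 140 s read after ATP addition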
CHO parental Ca: counter-screen for OX1R antagonists: effect in parental CHO cells. parental CHO-K1, ATP-induced calcium, Fluo-8 fluorescence. inhibition, % at 5.6 µM. hit rate 0.63% among 330,000;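 active = inhibition above that plate's mean sample inhibition plus 3 SD, cut at about 26% in these data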;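 note: 0% = ATP-challenged DMSO wells and 100% = DMSO wells without ATP; some compounds past the cut are filed as inactive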
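test system = CHO parental line | reagent = ATP stimulus | measured by = intracellular calcium via Fluo-8 no-wash fluorescent dye | control set = ATP and no-ATP DMSO wells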
M1 ag parental: M1 agonist counterscreen hit in parental CHO-K1 cells. Fluo-8 calcium fluorescence; scaled to maximal ATP response, vehicle zero. activation, % at 3 µM. hit rate 0.48% among 360,000. AID 602248; in the data active = activation above about 15%;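 note: untransfected CHO-K1 host cells lacking M1 receptor as counterscreen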
CHRM1 PAM: potentiates human M1 receptor response to acetylcholine; P11229; CHO-K1 hM1, Fluo-8 calcium fluorescence, ACh EC20; 0% = ACh EC20, 100% = maximal ACh; activation, % at 3 µM; hit rate 0.088% among 360,000; AID 588819; in the data active = activation above about 19%, passing the limit was not always enough
Target sequence (P11229 whole entry, looked up): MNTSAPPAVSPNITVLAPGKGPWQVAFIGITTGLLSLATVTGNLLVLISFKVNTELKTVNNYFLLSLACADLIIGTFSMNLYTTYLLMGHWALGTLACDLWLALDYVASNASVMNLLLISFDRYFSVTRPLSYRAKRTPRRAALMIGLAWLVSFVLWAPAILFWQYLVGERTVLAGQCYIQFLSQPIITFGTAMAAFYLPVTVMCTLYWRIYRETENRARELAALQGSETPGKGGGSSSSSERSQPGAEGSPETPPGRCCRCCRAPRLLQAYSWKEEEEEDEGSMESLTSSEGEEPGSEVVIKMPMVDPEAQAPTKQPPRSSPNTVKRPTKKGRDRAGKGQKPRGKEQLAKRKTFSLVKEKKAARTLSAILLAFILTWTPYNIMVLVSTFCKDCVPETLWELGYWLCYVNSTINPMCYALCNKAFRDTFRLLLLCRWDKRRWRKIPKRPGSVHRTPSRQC
M1 antag: human CHRM1 antagonism; P11229; CHO-K1 hM1, Fluo-8 calcium fluorescence, ACh EC80 antagonist; inhibition, % at 3 µM; hit rate 1.3% among 360,000; AID 588852;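 active = percent inhibition above its own plate's cutoff, namely the mean of that plate's compound wells plus 3 SD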;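 note: peak over basal fluorescence ratio during 140 s after agonist addition; 0% = ACh EC80 plus DMSO and 100% = DMSO alone without agonist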
TAAR1 agonist: agonists of human TAAR1. hit rate 0.99% among 360,000. activation, % at 3 µM. Q96RJ0. CHO RD-HGA16 TAAR1, Fluo-8 calcium fluorescence; vehicle wells 0%, saturating PEA agonist 100%;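 active = activation above the mean activation of all test compounds in the run plus 3 SD, cut at about 38% in these data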
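Benchmarks: low control DMSO, high control PEA (EC100); System: CHO RD-HGA16 cells carrying human TAAR1 plus Gα16; Detection: Fluo-8 fluorescence, 5 s baseline then 140 s kinetic read; Schedule: 17-24 h plating, Fluo-8 75 min 37 °C, 30 min RT; Read-out basis: % activation from peak over basal fluorescence ratio, DMSO-to-PEA scaled.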
M1 ag: activates human CHRM1 receptor; CHO-K1 hM1, Fluo-8 calcium fluorescence, agonist mode; 0% DMSO, 100% acetylcholine EC100; hit rate 0.33% among 360,000; P11229; activation, % at 3 µM;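 active = activation above the run's mean compound activation plus 3 SD, cut at about 16% in these data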;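 note: peak over basal fluorescence ratio within a 140 s kinetic read after compound addition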
Active calls of the source: *; / = not tested or not shown.

Values run as follows: CHO-K1 Ca antag	TAAR1 antag	M1 PAM parental	CHO parental Ca	M1 ag parental	CHRM1 PAM	M1 antag	TAAR1 agonist	M1 ag
- COc1cc(NC(=O)c2cc3ccccc3o2)c(OC)cc1Cl
  -15.2	55.3*	19.7	-23.2	0.3	6.0	-38.2	10.3	-3.1
- CN(C)S(=O)(=O)c1ccc(NC(=O)CSc2nc3ccccc3n2-c2ccccc2)cc1
  -4.4	8.6	7.7	-4.4	0.2	-1.3	-3.6	2.4	-3.6
- COC(=O)Cc1ccc2oc(-c3cccnc3)nc2c1
  -6.7	14.6	8.0	-10.1	1.1	4.3	-8.6	2.5	-2.3
- O=C(CN1C(=O)CSC1=O)N1CCCCC1
  7.2	4.2	-5.4	1.4	0.1	-3.6	18.2	4.0	-1.6
- COc1ccc(S(=O)(=O)n2cccc2)cc1
  -1.9	-3.9	11.2	-6.0	3.4	11.8	-12.1	11.6	-6.8
- CCc1cc2c3c(c1)C1(C(=O)N3C(C)(C)C=C2C)C(C#N)=C(N)Oc2[nH]c(=O)[nH]c(=O)c21 (stereo not given)
  0.8	12.3	2.1	-14.5	0.0	-4.1	1.1	6.6	-2.1
- COc1ccc(C(=O)Nc2ccc(C3(C#N)CCCC3)cc2)cc1
  -4.3	11.8	15.0	-6.1	0.5	4.6	-0.3	10.9	-7.5
- O=C1C2C3c4ccccc4C(c4ccccc43)[C@@H]2C(=O)N1c1cccnc1 (stereo not given in full)
  -6.8	49.5*	4.2	-18.4	3.5	-9.2	5.2	9.1	-5.7
- CCN(CC)c1ccc(NC(=O)CSc2nnc(N)s2)cc1C
  -10.1	6.2	14.4	-3.9	0.2	0.5	-13.1	2.0	-5.9
- Cc1ccccc1NC1=C(C(=O)c2ccccc2)N(C)S(=O)(=O)c2ccccc21
  -15.5	-8.9	20.6	-21.0	1.1	4.2	-11.0	7.6	-4.4
- COc1ccc(N2CC(C(=O)OC(C)C(=O)c3ccccc3)CC2=O)cc1 (stereo not given)
  -1.5	21.5	-4.4	-2.5	0.2	8.3	-5.2	0.4	1.1
- Cc1ccc(SCC(=O)NC(=O)NCc2ccccc2)c(C)c1
  -10.1	-11.2	18.2	-18.2	-0.1	-1.8	-3.6	-1.0	-12.2
- COC(=O)c1cc(=O)n(-c2ccc(C(F)(F)F)cc2)[nH]1
  -5.0	-11.9	8.8	-21.9	0.3	6.8	-16.3	2.3	-2.2
- COc1ccc(-c2n[nH]c(=S)n2-c2cc(OC)ccc2OC)cc1
  -10.4	-23.9	-7.4	-20.5	0.2	2.8	-4.3	4.4	-5.2
- Cc1ccc(NC(=O)Cc2nnc(SCC(=O)NC3CCCC3)n2C)c(C)c1
  -16.1	15.6	17.3	-18.8	1.7	7.4	-8.6	4.6	-4.7
- C=CCNC(=S)N/N=C/c1ccc(-c2cccc([N+](=O)[O-])c2)o1
  -2.6	-5.8	13.7	-9.2	1.0	5.8	-2.3	7.5	-10.1
- CC(C#N)(NC(=O)CN1CCN(S(=O)(=O)c2ccccc2C#N)CC1)C1CC1 (stereo not given)
  -7.2	6.0	13.2	-11.3	1.3	5.8	-7.7	9.2	-3.6
- O=C(NCC1COc2ccccc2O1)c1ccc(NC(=O)c2ccco2)cc1 (stereo not given)
  -14.5	3.8	20.3	-23.1	3.9	5.4	-49.5	10.1	0.5
- Cc1ccc(OCc2nnc(SCC(N)=O)n2N)cc1
  -5.7	4.4	18.1	-5.1	0.5	4.7	-7.7	0.1	-2.2
- CN(C)S(=O)(=O)c1cccc(COc2cccnc2[N+](=O)[O-])c1
  -6.3	-13.5	6.9	-11.3	4.3	5.6	-5.3	1.0	-10.0
- Cc1cc(CN(C)C(=O)c2cc(COc3ccc4ncccc4c3)on2)on1
  8.8	-16.9	3.4	28.6*	13.0	-9.2	18.8	4.1	3.2
- CCC(=O)Nc1ccc(NC(=O)CSc2nnnn2C(C)C)cc1
  -8.7	2.5	18.4	-10.9	0.2	11.9	-8.6	8.7	-3.7
- O=S(=O)(O)c1nc2ccccc2n1Cc1ccc(Cl)cc1
  -8.9	-0.5	16.5	-5.7	0.6	-2.5	4.9	8.0	-2.2
- CCOc1ccc(NC(=O)CN2CCCC2c2cccs2)cc1S(=O)(=O)N1CCCC1 (stereo not given)
  -14.8	10.4	6.5	-8.2	2.9	3.6	-5.0	2.6	-5.0
- CCOc1ccccc1OCC(=O)Nc1ccc(Cl)cc1Cl
  13.9	-18.3	-1.3	-8.4	-0.6	9.8	-9.3	2.1	0.7
- CCCCN(CC)CCCNC(=O)Cn1nc(Cc2cccnc2)c2ccccc2c1=O
  3.2	0.1	6.7	4.7	0.0	-3.9	9.8	2.2	-5.2
- CCC(OC(=O)CN1C(=O)C(=O)c2ccccc21)C(=O)Nc1ccccc1OC (stereo not given)
  -10.8	15.5	4.6	/	2.7	7.5	-9.8	-1.1	-0.9
- c1ccc2c(c1)N1CCCN=C1N2CCN1CCCCC1
  16.2	8.4	-14.7	-10.1	-0.3	-5.3	9.9	1.5	-10.4
- CCc1nnc2n1N=C(c1ccc([N+](=O)[O-])cc1)CS2
  -6.2	-44.2	9.4	-10.9	0.3	7.4	2.4	1.5	-2.6
- Cc1ccn(-c2cc(O)c(-n3ccc(C)n3)cc2O)n1
  -4.5	16.1	5.6	6.2	0.3	4.1	-2.7	0.6	-3.0

Another view of 3 compounds above:
| SMILES | CHO-K1 Ca antag | TAAR1 antag | M1 PAM parental | CHO parental Ca | M1 ag parental | CHRM1 PAM | M1 antag | TAAR1 agonist | M1 ag |
| --- | --- | --- | --- | --- | --- | --- | --- | --- | --- |
| Cc1ccc(NC(=O)Cc2nnc(SCC(=O)NC3CCCC3)n2C)c(C)c1 | -16.1 | 15.6 | 17.3 | -18.8 | 1.7 | 7.4 | -8.6 | 4.6 | -4.7 |
| Cc1ccc(OCc2nnc(SCC(N)=O)n2N)cc1 | -5.7 | 4.4 | 18.1 | -5.1 | 0.5 | 4.7 | -7.7 | 0.1 | -2.2 |
| CCN(CC)c1ccc(NC(=O)CSc2nnc(N)s2)cc1C | -10.1 | 6.2 | 14.4 | -3.9 | 0.2 | 0.5 | -13.1 | 2.0 | -5.9 |

Full records, quoted from the list. Order of screens: CHO-K1 Ca antag, TAAR1 antag, M1 PAM parental, CHO parental Ca, M1 ag parental, CHRM1 PAM, M1 antag, TAAR1 agonist, M1 ag
Record of O=C(NCC1COc2ccccc2O1)c1ccc(NC(=O)c2ccco2)cc1 (stereo not given) : -14.5, 3.8, 20.3, -23.1, 3.9, 5.4, -49.5, 10.1, 0.5
Record of Cc1ccc(OCc2nnc(SCC(N)=O)n2N)cc1 : -5.7, 4.4, 18.1, -5.1, 0.5, 4.7, -7.7, 0.1, -2.2
Record of CCC(=O)Nc1ccc(NC(=O)CSc2nnnn2C(C)C)cc1 : -8.7, 2.5, 18.4, -10.9, 0.2, 11.9, -8.6, 8.7, -3.7

Remaining list, next part:
Values run as follows: CHO-K1 Ca antag	TAAR1 antag	M1 PAM parental	CHO parental Ca	M1 ag parental	CHRM1 PAM	M1 antag	TAAR1 agonist	M1 ag
- O=C(O)CCC1C(=O)NC(=O)CC1c1ccccc1 (stereo not given)
  -7.2	8.0	-2.9	/	-0.3	5.5	-6.7	0.3	-2.9
- COc1ccc(CC2(CO)COc3ccccc3C2=O)cc1 (stereo not given)
  -12.0	-12.9	28.5	-7.2	2.1	4.4	-13.1	0.6	-4.2
- CC(Oc1ccccc1F)C(=O)/C=C/N(C)C (stereo not given)
  -6.1	/	11.2	-16.7	1.1	5.2	-5.0	/	-4.3
- CCC(=O)Oc1ccc(C(=O)Nc2ccc3c(c2)C(=O)N(C2CCCCC2)C3=O)cc1
  -5.8	4.8	14.5	-3.5	0.1	6.1	-12.0	2.6	-1.5
- COc1ccc(CC(=O)Nc2ccc(C(=O)Nc3nccs3)cc2)cc1OC
  -8.8	-5.1	-7.5	/	3.0	-3.5	-0.5	5.6	-4.0
- O=C(/C=C/c1ccccc1)NC1CC2CCC1C2 (stereo not given)
  -1.9	7.3	8.5	-10.7	0.2	1.1	-6.8	-1.1	-5.4
- Cc1cccc(NC(=O)C2CCN(S(C)(=O)=O)CC2)c1C
  -5.4	3.8	6.8	4.0	0.9	3.2	-3.5	-0.5	-2.9
- Cn1c(N)c(C(=O)COC(=O)c2ccc3c(c2)OCCO3)c(=O)n(C)c1=O
  -14.6	-8.2	-2.3	-5.9	1.3	8.4	-0.8	6.0	-3.1
- COc1ccc(CC(=O)Nc2ccc3nc(C)sc3c2)cc1OC
  -8.3	9.0	23.7	-0.1	1.2	7.6	-13.7	0.5	-6.7
- COc1ccc(NC(=O)Nc2cccs2)cc1Cl
  17.2	36.3	-9.7	-7.9	8.6	-8.5	4.0	21.4	2.9
- CC(C)(C)c1nn(-c2ccccc2)c2[nH]c(=O)c(CNc3ccc4c(c3)OCCO4)cc12
  15.6	-12.9	-11.9	-27.3	0.3	-0.4	9.6	2.2	-4.6
- O=Cc1c[nH]c2cccc(OCc3ccccc3)c12
  -7.5	49.4*	7.2	/	0.0	8.8	-11.9	-1.6	-3.7
- O=C(c1cccs1)N1C[C@@H](n2cc(C3CC3)nn2)[C@H](O)C[C@@H]1c1ccc(Cl)cc1
  -15.8	-11.5	17.4	/	0.9	0.8	-3.3	1.8	-0.8
- CSc1ccccc1NC(=O)CN(C)Cc1ccc(Br)cc1
  -6.0	15.9	21.5	-31.8	-0.2	-6.3	5.9	4.5	-5.8
- Cc1cc(C)cc(NC(=O)c2ccc(S(=O)(=O)NCc3cccnc3)cc2)c1
  -1.2	9.1	-0.1	-9.3	1.9	5.2	-6.4	1.6	-9.7
- CCNC(=O)COC(=O)/C=C/c1ccccc1[N+](=O)[O-]
  -7.5	6.5	21.3	-3.4	0.5	2.9	-9.2	-0.9	-3.9
- Cc1c(CCC(=O)O)c(=O)oc2cc(OCc3ccccc3Br)ccc12
  -18.1	-0.9	-9.2	-7.5	1.0	7.8	-17.3	7.3	-0.1
- C[C@H]1CN([C@@H](C)CO)C(=O)CCCn2nncc2CO[C@@H]1CN(C)S(=O)(=O)c1cccc(C#N)c1
  -21.6	-8.2	27.0	/	0.6	7.3	-17.8	4.8	-4.1
- O=C(O)c1cccc(Cn2c(Cl)c(/C=N/Nc3ccccc3)sc2=O)c1
  -2.0	/	-0.1	5.5	1.2	8.4	-6.3	/	-1.6
- CCCOc1ncnc2c1[nH]c1ccc(OC)cc12
  -6.5	12.1	9.2	-13.1	2.0	6.5	-10.5	7.1	-3.7
- COc1ccc(N(CC(=O)NCCSC2CCCCC2)S(=O)(=O)c2ccc(C)cc2)cc1
  -3.1	-9.1	0.6	-11.0	0.6	0.5	-5.5	-1.6	0.1
- COc1ccc2c(Cl)c(-c3nnc(SCC(N)=O)n3C)sc2c1
  -7.1	4.3	15.3	-1.4	0.8	13.6	-21.1	0.5	-0.6
- CN(Cc1nc(-c2cccs2)no1)CC1COCCO1 (stereo not given)
  -4.5	6.8	10.9	0.5	0.4	7.4	-2.4	3.1	-8.6
